# High-throughput results as filed in PubChem BioAssay.
# DT40 TDP1 CPT – growth inhibition of DT40 Tdp1-/-;hTDP1 cells with camptothecin (screen for TDP1 inhibitors). chicken DT40 Tdp1-/-;hTDP1 cells + 20 nM CPT, ATP luminescence, 48 h. Potency, µM (top dose mostly 46.2 µM), for inactives: at the top dose activity change, negative = growth inhibition, hits mostly inhibitors. 420,000 tested, 12% active. AID 686979; note: nearly all actives have a fitted effect of over 55% in size
#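 Cell growth measured by CellTiter-Glo luminescence after a minimum 48 h, 37 C compound exposure with 20 nM CPT in Tdp1-knockout DT40 cells stably expressing hTDP1, seeded 400/well; qHTS titration format.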
# FEN1 inh – blocks human flap endonuclease 1 | P39748 | Recombinant FEN1 flap cleavage, fluorescence, 15 min | Potency, µM (highest dose often 114 µM), without a hit: top-dose activity change, negative = inhibition, hits mostly inhibitors | 390,000 tested, 0.35% active; note: nearly all actives have a fitted effect of over 65% in size
# Target sequence (P39748 whole entry, looked up): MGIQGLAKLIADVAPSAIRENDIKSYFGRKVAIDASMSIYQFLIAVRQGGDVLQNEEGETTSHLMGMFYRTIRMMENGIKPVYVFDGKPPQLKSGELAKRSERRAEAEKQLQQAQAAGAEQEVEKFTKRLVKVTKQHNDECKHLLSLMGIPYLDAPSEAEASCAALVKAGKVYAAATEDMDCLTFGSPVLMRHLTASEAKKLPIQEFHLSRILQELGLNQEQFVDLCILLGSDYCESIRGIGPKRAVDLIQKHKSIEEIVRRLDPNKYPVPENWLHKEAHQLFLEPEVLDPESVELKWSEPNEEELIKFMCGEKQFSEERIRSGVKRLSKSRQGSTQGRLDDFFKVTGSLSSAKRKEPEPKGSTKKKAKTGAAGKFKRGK
#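 With each library titrated from low to high concentration, compounds met 10 nM FEN1 for 15 min at room temperature before 50 nM substrate was added; readings at 0 and 15 min fed four-parameter Hill curve fits.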
# GCN5L2 inh – blocks human GCN5L2 histone acetyltransferase. Q92830. GCN5L2 HAT assay, ThioGlo1 CoA-SH fluorescence. Potency, µM (series often up to 58.9 µM), without a hit: at the top dose activity change, negative = inhibition, hits mostly inhibitors. 390,000 tested, 0.21% active. AID 504327
#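 Compounds, pin-transferred from DMSO stocks, meet 20nM GCN5L2 for 15 min before the reaction begins with H3(1-25) peptide (75uM) and acetyl-CoA (70uM). Thiol-reactive ThioGlo1 reports CoA release over 20 min at room temperature.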
# * = called active by the depositor; ? = inconclusive; · = no result given; [ ] = dose if it differs, or a comment. Calls come from the whole dose curve; as a rule, active = well fitted curve in the direction sought with a large enough effect; inconclusive = small, poorly fitted or top-dose-only effect, or another doubt; inactive = no such curve, though single readings can be large; an effect the other way counts as inactive or inconclusive. % is set by controls: 0 for no effect and ±100 for the full control effect; potency is the fitted concentration of half-maximal effect. The list is partial. The share of hits here may be higher or lower than overall.
SMILES,DT40 TDP1 CPT,FEN1 inh,GCN5L2 inh
Cc1c(C(=O)Nc2cc(F)ccc2F)sc2nc(-c3ccc(F)cc3)cn12,?,1%,-15%
COc1ccccc1N1CCN(CC(=O)NC(=O)NCc2ccco2)CC1,0%,0%,-2%
O=C(NCCc1cccc(Cl)c1)c1cccs1,?,-20%,-9%
CCOC(=O)N1CCN(c2c(NCCN3CCN(Cc4ccccc4)CC3)c(=O)c2=O)CC1,2%,-12%,-6%
Cc1nnc2sc(-c3csc4c3CCCC4)nn12,14%,-2%,-6%
CC1(CC(=O)O)C(=O)N=C2C=CC=CN21 (stereo unspecified),8%,4%,0%
C=CCn1c(C(CCC(C)C)CC(C)(C)O)n[nH]c1=S (stereo unspecified),1%,11%,-5%
CC(CCc1ccccc1)NC(=O)CCN1N=C(c2ccccc2)CCC1=O (stereo unspecified),1%,7%,0%
Cc1ccc(NC(=O)CSc2n[nH]c(-c3ccc(F)cc3)n2)cc1F,?,-12%,-1%
Cc1ccc(CNC(=O)CN(C)S(=O)(=O)c2cnc[nH]2)cc1,3%,-3%,1%
CSc1ccc(CN(C)C(=O)CNC(=O)c2sc3ccccc3c2Cl)cc1,-8%,-4%,-1%
C/C(=C\C(=O)c1ccc(Br)cc1)Nc1ccc(Cl)cc1,14%,-1%,-2%
COCCN(Cc1ccc(C)c(Br)c1)S(=O)(=O)c1ccc2[nH]c(=O)ccc2c1,-18%,14%,0%
CCOc1ccc(NC(=O)c2c(OC)cccc2OC)cc1,-2%,-1%,-2%
CCN1CCN(C2=C(NS(=O)(=O)c3ccc(Br)cc3)C(=O)c3ccccc3C2=O)CC1,21µM*,-7%,-1%
CCN(CCN(C)C)C(=O)c1ccc2c(c1NCCO)C(=O)c1ccccc1C2=O,?,?,-11%
COc1cccc(CNCCSc2nnnn2C)c1OCc1ccccc1F,?,-15%,-7%
Cc1nn(CCC(=O)NCc2cccc(Br)c2)c(=O)c2nn(-c3ccccc3)c(C)c12,?,12%,-1%
Cc1ccc(S(=O)(=O)N2CCN(Cc3cc4c(cc3Br)OCCO4)CC2)cc1,?,9%,-26%
COc1cc(CCCN2C(=S)NC[C@@H]2c2ccccc2)cc(OC)c1OC,26µM*,-4%,10%
COc1ccc(OC)c(N(CC(=O)Nc2cccc3ccccc23)S(C)(=O)=O)c1,-2%,-3%,·
COc1ccc(N2CCN(CC(O)COc3ccc(F)cc3)CC2)cc1 (stereo unspecified),?,-4%,12%
Cc1cc(-c2nnc(SCC(=O)Nc3nc(-c4ccc(Cl)cc4)cs3)o2)no1,?,0%,-8%
COc1ccc(Cl)cc1NC(=O)CN(C)C(=O)c1cccc(-n2cnnn2)c1,-20%,5%,-6%
CCC(C)[C@H](NC(=O)N1CCN(C)CC1)C(=O)OC (stereo partly specified),6%,11%,4%

# Looked up by structure from the entries so far (3):
SMILES,DT40 TDP1 CPT,FEN1 inh,GCN5L2 inh
Cc1ccc(CNC(=O)CN(C)S(=O)(=O)c2cnc[nH]2)cc1,3%,-3%,1%
CC(CCc1ccccc1)NC(=O)CCN1N=C(c2ccccc2)CCC1=O (stereo unspecified),1%,7%,0%
C=CCn1c(C(CCC(C)C)CC(C)(C)O)n[nH]c1=S (stereo unspecified),1%,11%,-5%

# (listing goes on)
SMILES,DT40 TDP1 CPT,FEN1 inh,GCN5L2 inh
CSc1nnnn1-c1c(C)cc(C)cc1C,8%,6%,-1%
O=C(c1ccccc1)c1cc([N+](=O)[O-])ccc1N1CCOCC1,0.73µM*,-10%,28%
CN1CCN(c2ccccc2NC(=O)c2ccccc2F)CC1,-4%,0%,2%
COc1ccc(/C=C/c2c([N+](=O)[O-])c(=O)n(C)c(=O)n2C)cc1,0%,-3%,-9%
Oc1c(Br)cc(Br)cc1C=Nc1ccc2c(c1)OCCO2,-11%,1%,-4%
COc1ccc(C2(O)CN(c3ccccc3)C3=[N+]2CCS3)cc1OC (stereo unspecified),4%,-5%,-22%
COCCNC(=O)c1cccc(OC2CCN(Cc3ccccc3OCCO)CC2)c1,-13%,2%,0%
CS(=O)(=O)N(CC(=O)N1CCN(Cc2ccc3c(c2)OCO3)CC1)c1ccc2c(c1)OCO2,-16%,-2%,3%
COc1ccccc1N1CCN(CCCN2CC(=O)N3CCCCC3C2=O)CC1 (stereo unspecified),9%,8%,·
OCCSc1nc(-c2ccccc2)nc2c1CCC2,-16%,-18%,-4%
CCOc1ccc2[nH]c(=O)c(CN(CCO)C(=O)c3ccc(Br)cc3)cc2c1,?,-13%,0%
N#Cc1nc(-c2ccccc2)oc1N1CCCCC1,-14%,-10%,1%
C=CC[N+](C)(C)CCN1C(=O)C2C(c3ccccc3)C=CC(c3ccccc3)C2C1=O (stereo unspecified),-5%,4%,-6%
Cc1nc2c(cnn2CCO)c(=O)[nH]1,24%,7%,·
CCCCCCCC(=O)OC[C@H](CO)OC(=O)CCCCCCC,-12%[4.12 µM],·,-2%
CCOC(=O)c1c(-c2cccc([N+](=O)[O-])c2)csc1NC(=O)CCCOc1ccccc1OC,?,-10%,-7%
Cc1cccc(NC(=O)C2CC(=O)OC23CCCC3)c1 (stereo unspecified),-2%,17%,-5%
O=c1c(Cc2ccc(Cl)cc2)c(O)ccn1Cc1ccncc1,-3%,11%,1%
Cc1cccc(C(=O)NC(=S)NCc2cccnc2)c1,-14%,-3%,-2%
N#Cc1cccc(NC(=O)CCc2ccc(S(=O)(=O)N3CCOCC3)cc2)c1,4%,-15%,1%
CCCCC[C@@H]1C=C(C(=O)O)[C@H](c2ccc(Cl)cc2)N1S(=O)(=O)c1ccc(C)cc1,?,-20%,?
COc1cc(/C=C2/NC(=O)NC2=O)cc(Br)c1OCc1cccc(C(=O)O)c1,35%[activator],-5%,-9%
CCOc1cccc(Nc2nn(-c3ccc(OC(F)(F)F)cc3)nc2C(C)=O)c1,-13%,-2%,1%
CCc1ccnc(NS(=O)(=O)c2ccc3c(c2)CCO3)c1,5%,-6%,-1%
CCOc1ccccc1NC(=S)N1CCN(c2ccccc2F)CC1,?,-12%,-18%

# Among those listed so far, two have a cyano group:
SMILES,DT40 TDP1 CPT,FEN1 inh,GCN5L2 inh
N#Cc1nc(-c2ccccc2)oc1N1CCCCC1,-14%,-10%,1%
N#Cc1cccc(NC(=O)CCc2ccc(S(=O)(=O)N3CCOCC3)cc2)c1,4%,-15%,1%

# More structures follow.
SMILES,DT40 TDP1 CPT,FEN1 inh,GCN5L2 inh
O=C(Nc1cccc(NS(=O)(=O)c2ccc(S(=O)(=O)NC3CC3)cc2)c1)c1ccccn1,-15%,0%,-5%
COc1ccc(S(=O)(=O)N(CC(=O)NC2CC2)c2ccc(C)cc2)cc1OC,-1%,-9%,-13%
OB(O)c1csc2ccccc12,-4%,-18%,·
COc1ccc(C(=O)NNC(=O)CSc2nnc(-c3ccc(O)cc3)n2C)cc1,-4%,0%,-2%
COc1ccc([N+](=O)[O-])cc1N(CC(O)CN(CC(C)C)CC(C)C)S(=O)(=O)c1ccc(C)cc1 (stereo unspecified),26µM*,2%,-19%
Cc1cccc(Cn2cc(SCC(=O)Nc3nccs3)c3ccccc32)c1,-27%,2%,0%
O=C(NCCc1ccc2c(c1)OCCO2)c1ccc([N+](=O)[O-])cc1Cl,-9%,5%,2%
CCN(CC)c1cc(C)c2cc(NC(=O)CNC(C)=O)ccc2n1,32%[activator],-1%,-4%
O=C(O)c1cc(NC(=O)c2ccc(Br)cc2)cc(NC(=O)c2ccc(Br)cc2)c1,6%,-17%,-16%
CC(=O)Nc1ccc(OCC(=O)N2CCC(Cc3ccccc3)CC2)cc1,4%,-2%,-3%
CCN1C(=O)N(S(=O)(=O)C(F)(F)F)[C@@H](c2ccccc2)C(C(=O)OC)=C1C,-18%,0%,11%
CCCCN(C(=O)NC(=O)Nc1ccccc1C)S(C)(=O)=O,-2%,2%,-3%
O=C(CSc1nc2ccccc2s1)N/N=C/c1cc([N+](=O)[O-])ccc1O,?,-3%,-11%
O=C(CSc1n[nH]c(-c2ccc(Br)cc2)n1)NC1CCCC1,?,4%,0%
COc1cccc(C(=O)Nc2ccccc2-c2nc(-c3ccc(C)cc3)no2)c1,0%,9%,-2%
O=C(O)COc1ccc(/C=C/c2nc3ccc([N+](=O)[O-])cc3s2)cc1,?,-4%,2%
COCCn1c(SCC(=O)N(C(C)C)C(C)C)nnc1-c1cc2ccccc2cc1O,?,-6%,?
CCOC(=O)N1CCC(NC(=O)c2cc3c(-c4cccc(OC)c4)nn(C)c3s2)CC1,23µM*,7%,-17%
C=CCn1c(=O)n2ncnc2c2c3c(sc21)CCCC3,-17%,16%,-4%
COC(=O)C1C(c2ccc(Br)cc2)Nc2nnc(C(F)(F)F)n2C1(C)O (stereo unspecified),0%,-2%,0%
Cc1ccc(OC(=O)Cn2c(C(F)(F)F)nc3ccccc32)cc1,-7%,1%,-9%
Cc1ccc(Cn2c(C3CCCN3c3nc(-c4ccc(F)cc4)cs3)nc3cc(Cl)c(Cl)cc32)cc1 (stereo unspecified),3%,5%,·
CSc1ccccc1NC(=O)C1CCCO1 (stereo unspecified),-25%,0%,-3%
CC1CSc2nnc(CCc3ccccc3)n21 (stereo unspecified),3%,-7%,-5%
COCC(=O)N(Cc1cc2ccc(C)cc2[nH]c1=O)c1ccc(OC)cc1,-6%,-14%,-13%

# A second format for 4 compounds above:
compound	DT40 TDP1 CPT	FEN1 inh	GCN5L2 inh
CCOC(=O)N1CCC(NC(=O)c2cc3c(-c4cccc(OC)c4)nn(C)c3s2)CC1	23µM*	7%	-17%
C=CCn1c(=O)n2ncnc2c2c3c(sc21)CCCC3	-17%	16%	-4%
COC(=O)C1C(c2ccc(Br)cc2)Nc2nnc(C(F)(F)F)n2C1(C)O (stereo unspecified)	0%	-2%	0%
Cc1ccc(OC(=O)Cn2c(C(F)(F)F)nc3ccccc32)cc1	-7%	1%	-9%

# Complete entries as entered above. Values in the order: DT40 TDP1 CPT, FEN1 inh, GCN5L2 inh
# Listed for `COc1ccc([N+](=O)[O-])cc1N(CC(O)CN(CC(C)C)CC(C)C)S(=O)(=O)c1ccc(C)cc1` (stereo unspecified) : 26µM*, 2%, -19%
# Listed for `COCC(=O)N(Cc1cc2ccc(C)cc2[nH]c1=O)c1ccc(OC)cc1` : -6%, -14%, -13%
# Listed for `CC(=O)Nc1ccc(OCC(=O)N2CCC(Cc3ccccc3)CC2)cc1` : 4%, -2%, -3%
# Listed for `O=C(O)c1cc(NC(=O)c2ccc(Br)cc2)cc(NC(=O)c2ccc(Br)cc2)c1` : 6%, -17%, -16%
# Listed for `COc1ccc(S(=O)(=O)N(CC(=O)NC2CC2)c2ccc(C)cc2)cc1OC` : -1%, -9%, -13%

# Further structures:
SMILES,DT40 TDP1 CPT,FEN1 inh,GCN5L2 inh
Cc1ccc(S(=O)(=O)N2CCC(=O)N(CCOCc3cccc(Cl)c3)CC2)cc1,?,-19%,-6%
O=C(CN(C(=O)c1csnn1)c1cccc2c1CCCC2)NC1CCCC1,7%,1%,9%
O=C(NC1CCOc2ccccc21)c1ccc(=O)[nH]c1 (stereo unspecified),1%,2%,1%
CCC(=O)Nc1cccc(C2=NOC3(C2)C[C@H](C(N)=O)N(C(=O)CC#N)C3)c1 (stereo partly specified),-10%,10%,-3%
CCCCSc1nc2[nH]ncc2c(=O)[nH]1,-23%,-3%,-2%
CCN1C(=O)N(CN2CCOCC2)C2C1N(CN1CCOCC1)C(=O)N2CC (stereo unspecified),?,4%,-4%
O=S(=O)(c1cccc(-c2cn3cccnc3n2)c1)N1CCCCCC1,-17%,1%,-4%
CC(C)Cn1c(N)c(C(=O)COC(=O)c2c(F)cccc2F)c(=O)n(C)c1=O,-26%,-2%,1%
COc1ccc(NC(=O)Cn2c(=O)n(-c3cccc(C)c3)c(=O)c3c2c2cc(C)ccc2n3C)cc1Cl,?,16%,-4%
CCN(CC)CCn1c(O)c(N=O)c2ccccc21,-5%,-7%,0%
CC(C)CN1C(=O)c2ccc(C(=O)Nc3nccs3)cc2C1=O,-11%,-10%,0%
Cc1cc(C)cc(-n2c(SCC(=O)NCc3ccco3)nc3c([nH]c4ccccc43)c2=O)c1,?,-9%,3%
CCCn1c(=N)c(S(=O)(=O)c2ccc(F)cc2)cc2c(=O)n3cccc(C)c3nc21,?,-12%,0%
Cc1ccccc1N(CC(=O)NC1CCCC1)C(=O)c1oc(C(C)(C)C)cc1C,16µM*,-17%,-2%
O=C(COc1ccccc1)N1CCc2ccccc2C1,-7%,6%,-12%
NC(=S)NNC(=O)c1ccccc1Cl,9%,15%,-2%
O=C(CN1CCN(c2ccc(F)cc2)CC1)Nc1ccccc1[N+](=O)[O-],-21%,4%,-16%
